# Screens (PubChem BioAssay)
# Neddylation inh: inhibitors of human cullin neddylation | P61081+Q13564 | TR-FRET cullin neddylation, biochemical | calls only at 25 µM | actives 0.58% (n = 360,000) | AID 651699; in the data active = inhibition above about 36%
# NadD inh: NadD (S. aureus) enzyme inhibition; purified NadD enzyme, colorimetric absorbance read-out; inhibition, % at 20 µM; actives 0.78% (n = 360,000); AID 602399; in the data active = inhibition above about 26%; note: some compounds past the cut are filed as inactive
# DNMT1 block: DNMT1 (human) enzyme inhibition | AID 588458 | DNMT1 molecular beacon, Hinp1I cleavage, fluorescence | P26358 | inhibition (reported as % activation of signal), % at 10 µM | actives 0.83% (n = 360,000); in the data active = inhibition above about 50%
# STEP inh: blocks human striatal-enriched tyrosine phosphatase | P54829 | recombinant STEP, OMFP fluorogenic substrate, fluorescence | inhibition, % at 20 µM | actives 0.25% (n = 360,000);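 active = inhibition at 20 µM, scaled per plate between control wells, above about 37%, limit read from the data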;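 note: 0% = DMSO with enzyme and substrate and 100% = substrate only without enzyme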
# Target sequence (P54829 whole entry, looked up): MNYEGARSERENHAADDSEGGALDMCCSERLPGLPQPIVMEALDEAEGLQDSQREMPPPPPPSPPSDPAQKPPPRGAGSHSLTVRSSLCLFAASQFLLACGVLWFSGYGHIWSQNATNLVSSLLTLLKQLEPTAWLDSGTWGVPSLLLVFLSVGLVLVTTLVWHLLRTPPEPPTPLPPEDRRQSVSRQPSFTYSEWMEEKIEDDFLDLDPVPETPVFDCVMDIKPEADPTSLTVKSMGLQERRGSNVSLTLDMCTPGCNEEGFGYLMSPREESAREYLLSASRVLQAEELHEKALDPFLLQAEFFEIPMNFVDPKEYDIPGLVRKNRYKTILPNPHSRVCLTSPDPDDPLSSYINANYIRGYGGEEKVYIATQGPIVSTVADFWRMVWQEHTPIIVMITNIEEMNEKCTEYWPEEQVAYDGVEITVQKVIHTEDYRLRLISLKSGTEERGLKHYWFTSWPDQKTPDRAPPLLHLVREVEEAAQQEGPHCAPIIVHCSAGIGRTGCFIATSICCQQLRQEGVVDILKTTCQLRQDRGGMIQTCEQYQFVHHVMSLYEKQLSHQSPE
#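 medium = Bis-Tris buffer pH 6.0, 2.5 mM DTT, 0.005% Tween 20 | test system = STEP (striatal-enriched tyrosine phosphatase) enzyme, cell-free | measure = normalized % inhibition | compound dosing = 20 µM, 1% DMSO | also added = 25 µM OMFP | schedule = reaction 20 min, ambient temperature | measured by = fluorescence read at 480 nm ex / 540 nm em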
# Tb MetRS inh: Trypanosoma brucei MetRS inhibition | purified T. brucei MetRS, ATP depletion, Kinase-Glo luminescence | inhibition, % at 11.9 µM | actives 0.4% (n = 360,000) | AID 624268;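 active = inhibition above a per-plate cutoff of the control wells' mean inhibition plus 3 SD, cut at about 5.5% in these data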;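 note: 0% = DMSO wells median and 100% = median of wells with control inhibitor compound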
#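 Dosing: 11.9 µM compound single dose, 0.9% DMSO; Assay system: purified T. brucei MetRS enzyme; Measured by: Kinase-Glo luciferase luminescence reporting remaining unconsumed ATP; Schedule: 15 min plus 2 h at 25 °C.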
# Scp-1 inhibitor: Scp-1 (human) phosphatase inhibition; Recombinant Scp1, phosphopeptide, malachite green phosphate absorbance; Q9GZU7; actives 0.88% (n = 340,000); inhibition, % at 20 µM;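 active = inhibition above about 50% at 20 µM, limit read from the data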;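 note: plate controls were DMSO wells with enzyme for no effect and wells lacking enzyme for full effect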
# Target sequence (Q9GZU7 76-261 limits assumed): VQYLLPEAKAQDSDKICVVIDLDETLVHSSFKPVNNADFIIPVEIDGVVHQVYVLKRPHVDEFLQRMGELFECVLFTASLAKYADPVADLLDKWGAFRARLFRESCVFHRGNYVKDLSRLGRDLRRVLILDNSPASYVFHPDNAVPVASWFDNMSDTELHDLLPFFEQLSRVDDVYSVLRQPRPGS
#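 Times: enzyme reaction 45 min at room temperature, colour 5 min, stabilisation 30 min. Material: SCP-1 catalytic fragment, aa 76-261. Medium: Acidic Tris acetate buffer with magnesium and detergent. Signal: colorimetric free-phosphate detection, absorbance 630 nm. Read-out basis: % inhibition of SCP-1 phosphate liberation. Reagent: Phosphorylated 17-residue peptide substrate.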
# CendR NRP1 mod: modulators of CendR peptide binding to human neuropilin-1; O14786; FAM-RPARPAR peptide binding to NRP-1, fluorescence polarization; inhibition, % at 25 µM; actives 0.85% (n = 360,000); AID 602438;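 active = inhibition or corrected inhibition above about 18%, plus a signal ratio from 0.5 to 1.5, limit read from the data, passing the limit was not always enough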; note: strong numbers were not always called active
# SUMO1-SIM PPI: alters human SUMO1 binding to SIM partners; P63165; actives 0.33% (n = 360,000); inhibition, % at 20 µM; SUMO1 binding to a labelled peptide, TR-FRET, 1 h; in the data active = inhibition above about 37%
# Target sequence (P63165 whole entry, looked up): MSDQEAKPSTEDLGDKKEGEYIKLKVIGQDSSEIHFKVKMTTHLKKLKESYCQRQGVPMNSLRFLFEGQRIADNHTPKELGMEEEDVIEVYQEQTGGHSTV
# LMPTP block: LMPTP (human) inhibition | P24666 | recombinant LMPTP-A, OMFP fluorogenic substrate, fluorescence intensity | inhibition, % at 20 µM | actives 0.22% (n = 360,000) | AID 651560;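 active = compounds that cut the enzyme signal by at least half of the control window in the single-dose screen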;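 note: plate controls were DMSO wells with enzyme plus substrate for no effect and substrate without enzyme for full effect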
# Target sequence (P24666 whole entry, looked up): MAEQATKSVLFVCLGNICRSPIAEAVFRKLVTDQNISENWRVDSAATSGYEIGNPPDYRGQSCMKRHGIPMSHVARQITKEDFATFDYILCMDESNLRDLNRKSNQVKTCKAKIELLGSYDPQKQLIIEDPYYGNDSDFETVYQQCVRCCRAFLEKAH
#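 Material: LMPTP-A; amount: 0.625 nM enzyme; doses: single 20 µM dose; times: reaction 50 min, room temperature, dark; technique: fluorescence intensity of OMFP turnover product; benchmarks: no-enzyme and uninhibited controls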
# SKN-1 inh: blocks SKN-1 activity in C. elegans; C. elegans VP596 Pgst-4::GFP/RFP ratio, acrylamide-induced, 24 h; inhibition, % at 21.8 µM; actives 0.49% (n = 360,000); AID 624304;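 active = interference check ratio from 0.5 to 1.5 plus GFP to RFP signal ratio inhibition reaching or exceeding a fixed threshold, cut at about 30% in these data, passing the limit was not always enough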; note: some compounds called inactive have numbers as strong as hits
# * hit, by the source's call; i = inactive; / = no result given.
SMILES,Neddylation inh,NadD inh,DNMT1 block,STEP inh,Tb MetRS inh,Scp-1 inhibitor,CendR NRP1 mod,SUMO1-SIM PPI,LMPTP block,SKN-1 inh
O=C(CSc1nc(Nc2ccccc2)nc(N2CCOCC2)n1)Nc1cc(Cl)ccc1O,i,38*,-17,-4,1.8,-6,5,8,4.8,-5
O=C(CSc1ccc(-c2ccccc2)nn1)N1CCCc2ccccc21,i,-2,2,2,-1.1,58*,11,1,1.4,-1
N#Cc1cccc(C(c2nnnn2Cc2ccccc2)N2CCCC2)c1 (centres undefined),i,1,1,-4,-1.0,10,10,0,-0.2,-2
COc1cccc(N2CCN(S(=O)(=O)c3ccc4ccccc4c3)CC2)c1,i,-6,2,3,-0.8,13,3,2,2.8,-4
CCCCN(C)CCCNC(=O)Cn1cc2c(n1)-c1c(oc(C(=O)N3CCCC3)c1C)CC2,i,0,2,-3,0.4,/,2,2,-0.5,14
COC(=O)c1ccc(NC(=O)c2ccc3nccnc3c2)cc1,i,-1,1,2,-0.2,-1,-17,-26,0.0,9
COc1ccc(Cc2nnc(NC(=O)c3ccc(OC)c(OC)c3)s2)cc1OC,i,-3,-1,-4,0.0,-7,4,2,-0.7,-6
Cc1ccc(CNS(=O)(=O)c2ccc(-c3cnc(C4CC4)o3)cc2)cc1,/,-5,4,10,-0.4,2,21*,2,3.2,7
CCN1C(=O)N(c2ccc(C(C)=O)cc2)S(=O)(=O)c2ccccc21,i,-5,0,-1,-0.2,-7,5,1,-0.3,14
COc1ccccc1-c1ccc(SCC(=O)NCc2ccc3c(c2)OCO3)nn1,i,0,2,0,-0.7,-4,-5,6,-1.3,-5
COc1ccc(-c2sc(Nc3ccccc3)n[n+]2-c2ccc(F)cc2)c(C)c1C,i,8,-1,2,0.6,9,9,0,-0.6,6
O=C(CN1C(=O)c2ccccc2S1(=O)=O)NCCSCc1cccc(Cl)c1,i,-11,2,-2,-0.2,1,-1,3,-0.1,-3
CC(COc1ccc(C(C)C)cc1)NC(=O)c1ccc(Br)o1 (centres undefined),i,-5,6,3,-0.2,/,4,1,2.0,14
Cc1nn(C)c(C)c1/C=N/NC(=O)CCn1cc([N+](=O)[O-])cn1,i,1,1,2,1.0,-4,4,-3,-1.6,5
COc1cccc(NC(=S)N(CCN(C)C)Cc2cccs2)c1,i,-4,-2,-3,-2.1,-5,-10,-1,-2.2,-6

# A second format for part of the listing above:
Structure	Neddylation inh	NadD inh	DNMT1 block	STEP inh	Tb MetRS inh	Scp-1 inhibitor	CendR NRP1 mod	SUMO1-SIM PPI	LMPTP block	SKN-1 inh
O=C(CN1C(=O)c2ccccc2S1(=O)=O)NCCSCc1cccc(Cl)c1	i	-11	2	-2	-0.2	1	-1	3	-0.1	-3
CC(COc1ccc(C(C)C)cc1)NC(=O)c1ccc(Br)o1 (centres undefined)	i	-5	6	3	-0.2	/	4	1	2.0	14

# Another view of three compounds above.
# Results follow in this order: Neddylation inh | NadD inh | DNMT1 block | STEP inh | Tb MetRS inh | Scp-1 inhibitor | CendR NRP1 mod | SUMO1-SIM PPI | LMPTP block | SKN-1 inh
CCCCN(C)CCCNC(=O)Cn1cc2c(n1)-c1c(oc(C(=O)N3CCCC3)c1C)CC2
→ i | 0 | 2 | -3 | 0.4 | / | 2 | 2 | -0.5 | 14
COC(=O)c1ccc(NC(=O)c2ccc3nccnc3c2)cc1
→ i | -1 | 1 | 2 | -0.2 | -1 | -17 | -26 | 0.0 | 9
COc1ccc(Cc2nnc(NC(=O)c3ccc(OC)c(OC)c3)s2)cc1OC
→ i | -3 | -1 | -4 | 0.0 | -7 | 4 | 2 | -0.7 | -6

# (next part)
SMILES,Neddylation inh,NadD inh,DNMT1 block,STEP inh,Tb MetRS inh,Scp-1 inhibitor,CendR NRP1 mod,SUMO1-SIM PPI,LMPTP block,SKN-1 inh
CCCCN1C(=O)CCC(C(=O)O)C1c1ccc(OC)cc1 (centres undefined),i,8,2,-2,-0.9,2,0,-3,0.1,8
CCC(C)NC(=O)CCC(=O)Nc1ccc2nc(N3CC(C)CC(C)C3)cc(C)c2c1 (centres undefined),/,-4,1,5,0.2,-3,-5,1,-0.5,-2
CCCC[C@@H]1C=C(C(=O)O)[C@H](c2ccc(Cl)cc2)N1S(=O)(=O)c1ccc(C)cc1,i,4,6,1,-0.1,-8,-15,7,-1.0,6
Cc1ccc(C)c(Nc2nc(N)c3ccccc3n2)c1,i,-6,-3,-2,0.0,-1,10,2,3.4,-1
Cc1ccccc1N/C(SCc1ccc(Cl)cc1)=C(/C#N)C(=O)NCc1ccco1,i,17,-9,2,-0.3,-10,-7,1,3.0,-9
CC(C)C[C@@H](CN1CCC[C@@H]1CN1C(=O)C(=O)NC[C@@H]1Cc1ccccc1)N1C[C@H](Cc2ccc(O)cc2)N(CC2CCCCCC2)C(=O)C1=O,i,24,-7,2,-0.2,7,0,4,3.4,-5
CC(C)C1Cc2c(sc3c2c(=O)n(-c2ccccc2)c2n[nH]c(=S)n32)CO1 (centres undefined),i,17,2,4,1.0,-9,7,10,-6.3,2
O=C(CCCC(=O)N(CC(=O)NC1CCCC1)Cc1ccccc1Cl)Nc1ccccn1,i,8,2,-1,0.0,3,9,4,-0.3,12
COc1ccc(C(=O)NC(=S)N2CCNC(=O)C2CC(=O)OC(C)C)cc1 (centres undefined),i,-2,1,-2,-0.7,-4,15,1,2.1,13
Cc1ccc(S(=O)(=O)Nc2cccc(S(=O)(=O)Nc3ccccc3C(=O)O)c2)c(C)c1,i,5,-5,-2,0.0,-10,-30,12,-1.9,16
O=C1NC(=O)/C(=C/C(=O)N2CCOCC2)S1,i,-5,0,4,-0.7,-5,-5,-1,-0.5,4
COc1cc2c(cc1OC)CN(CC(=O)Nc1ccc(S(=O)(=O)N(C)C)cc1)CC2,i,0,-1,8,-0.6,-4,7,1,-0.2,-6
O=C(O)CCCc1ccc2c(c1)CCc1ccccc1-2,i,-7,-4,0,0.3,-6,6,1,-0.3,3
COc1ccc(/C(N)=C/C(=O)C(C)(C)C)cc1,i,8,1,1,-0.9,-3,-1,-1,0.2,9
CCOC(=O)C1CCN(C(=O)c2cc3c(C)cc(C)cc3[nH]2)CC1,i,0,0,1,-0.1,-4,2,-2,0.5,6
CCOC(=O)CN1C(=O)C(O)(c2c(C)[nH]c3ccccc23)c2ccccc21 (centres undefined),i,4,1,2,0.0,-8,0,3,-0.4,7
O=C(Nc1cccc2ccccc12)N(c1ccccc1)c1ccccc1,i,-5,-6,-2,-0.5,-10,-9,-11,-1.1,1
CCCc1nc2cc3c(cc2[nH]1)n(C)c(=O)n3C,i,-2,-1,-4,-0.2,-6,2,2,0.4,7
CC(=O)[C@H]1[C@H](CCc2ccccc2)NC(=O)N(Cc2ccccc2)[C@@H]1C,i,-3,2,-1,0.0,6,5,3,-1.8,10
CC1(C)CC(=O)c2cc(C(=O)O)c(=O)n(-c3ccccc3)c2C1,i,11,-1,1,-0.8,-6,4,0,-0.7,-2
O=C(CNC(=S)N(CCCN1CCOCC1)Cc1cccs1)NCCCN1CCOCC1,i,2,0,-4,-1.6,6,7,5,-3.3,-9
COc1ccccc1/C=N/NC(=O)c1ccc(-c2ccccc2)cc1,i,11,2,0,-0.1,-7,-10,-2,1.0,-2
OCC(CO)(CO)NCC(O)CN1c2ccccc2Sc2ccccc21 (centres undefined),i,-1,1,1,0.7,-1,-2,3,-0.3,-6
Cc1ccc(C(=O)N/N=C\C=C\c2ccccc2[N+](=O)[O-])cn1,i,3,3,-3,-0.1,-6,5,-17,-2.5,3
CC1c2ccsc2CCN1C(=O)NC(=O)c1ccc(Cl)cc1 (centres undefined),i,1,1,0,-0.2,-11,5,3,0.8,7
CCC(=O)NC(c1cccs1)c1cc(Cl)c2cccnc2c1O (centres undefined),i,9,1,6,-0.3,-13,13,0,2.7,2
CC1CN(Cc2csc(-c3ccc(Cl)cc3)n2)CC(C)O1 (centres undefined),i,-8,1,-3,-0.9,-3,0,-6,0.9,7
Cc1cc(C)c2nc(N3CCCC(C(=O)NCCCN4CCOCC4)C3)sc2c1 (centres undefined),i,-5,0,-1,-0.2,3,-14,0,-0.4,-16
CC(NC(=O)C(=O)NN=C1CCC(C(C)(C)C)CC1)c1ccccc1 (centres undefined),i,4,-1,-3,-0.2,1,-14,3,-0.3,-5
CC(=O)c1ccc(NC(=O)CC(NCCC2=CCCCC2)C(=O)O)cc1 (centres undefined),i,-2,1,-2,-0.6,9,-1,0,-0.6,-4
CNS(=O)(=O)c1cccc(C(=O)NNC(=O)CN(C)S(=O)(=O)c2ccc(Cl)cc2)c1,i,3,1,0,0.0,-3,7,-2,0.1,-1
COC(=O)c1ccc(NCC(=O)Nc2cc(C)cc(C)c2)cc1,i,2,-1,3,0.0,2,2,-4,0.7,15
NS(=O)(=O)c1ccc(NC(=O)COC(=O)COc2ccc3ccccc3c2)cc1,i,-4,-6,-2,1.8,0,4,2,0.5,-7
CCn1nnnc1SCC(=O)Nc1sc(C)c(C)c1C#N,i,3,-1,0,0.1,-10,4,-1,-1.0,11
Cc1cccc(NC(=O)c2nc[nH]c2C(=O)N[C@@H](Cc2ccccc2)C(=O)OCc2ccccc2)c1,i,1,29,-6,0.2,-9,16,6,3.4,6
CSc1ccccc1C(=O)OCC(=O)NC1CC1,i,-2,1,-3,-0.4,/,4,4,4.4,6
Cc1ccc(NC(=O)CCc2nc(-c3cccs3)no2)c(Br)c1,i,-9,-4,0,-0.6,3,-72,6,0.3,-13
N#C/C(=C\Nc1ccc2cn[nH]c2c1)c1nc(-c2ccc(Cl)cc2)cs1,i,40*,16,-1,0.9,-7,-47,5,3.1,25
C=CCSc1ncccc1C(=O)O,i,-4,18,-1,0.0,9,5,-1,-0.6,23
COc1ccc(C)cc1S(=O)(=O)n1nc(C)cc1C,i,5,6,-3,-0.1,-3,9,2,0.2,-6
CCOC(=O)c1cnn(CCOC(=O)c2cccs2)c1NC(=O)c1cccs1,i,-6,0,-1,0.1,-8,-6,-2,0.8,9
NS(=O)(=O)c1ccc2nc(NC(=O)c3ccc(Br)o3)sc2c1,i,-1,8,0,0.0,17,-7,13,4.8,0
O=C(COC(=O)c1oc2ccccc2c1CSc1ccc(Cl)cc1)NC1CCCC1,i,4,1,-1,-0.3,-7,7,1,3.0,12
COc1ccc2nc(C)cc(SCC(=O)N/N=C/c3c(OC)ccc4ccccc34)c2c1,/,1,47,2,-0.3,-5,-13,4,42,0
O=C(c1cc([N+](=O)[O-])ccc1N1CCOCC1)N1CCN(c2ccccc2)CC1,i,-4,1,4,-0.3,/,-5,-20,-0.6,14
CSc1sc(C(=O)NCC2CC2)c(-c2cccs2)c1C#N,i,-4,5,1,0.2,-7,-12,-13,0.2,13
Cn1c(=O)[nH]c(=O)c2c1nc(N1CCN(CCO)CC1)n2CCSc1nc2ccccc2s1,i,0,3,-2,-1.5,13,-1,-1,-0.4,-9
